Source: PubChem BioAssay (several laboratories)
PHOSPHO1 block = inhibitors of human PHOSPHO1 phosphatase | 290,000 compounds, 1.1% hits | Q8TCT1 | recombinant PHOSPHO1, absorbance phosphatase assay | inhibition, % at 13.3 µM; in the data active = inhibition above about 60%
GPR7 antagonist = blocks human GPR7 receptor signaling. GPR7-expressing cells, fluorescence antagonist assay. 290,000 compounds, 1.1% hits. inhibition, % at 4.4 µM; in the data active = inhibition above about 16%, passing the limit was not always enough;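 also: cells stimulated with the agonist NPW; 0% = agonist with vehicle and 100% = vehicle without agonist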
Target sequence (P48145 whole entry, looked up): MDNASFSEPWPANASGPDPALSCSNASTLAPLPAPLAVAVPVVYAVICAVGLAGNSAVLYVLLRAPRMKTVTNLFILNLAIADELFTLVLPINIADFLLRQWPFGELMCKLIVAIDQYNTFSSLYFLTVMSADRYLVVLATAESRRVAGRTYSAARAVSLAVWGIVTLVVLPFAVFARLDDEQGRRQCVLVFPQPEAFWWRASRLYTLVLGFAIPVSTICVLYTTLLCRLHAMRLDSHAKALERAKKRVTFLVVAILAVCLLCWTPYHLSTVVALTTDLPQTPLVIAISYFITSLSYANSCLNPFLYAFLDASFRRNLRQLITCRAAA
NS3 helicase inh = HCV NS3 helicase inhibition | NS3 helicase DNA unwinding, Cy5 molecular beacon fluorescence | inhibition, % at 10.9 µM | 290,000 compounds, 0.56% hits | AID 1800;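 active = inhibition above the mean of all tested compounds plus 3 SD, set per campaign, cut at about 35% in these data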;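 also: 0% = DMSO wells and 100% = thioflavine S control wells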
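Assay system – hepatitis C virus NS3 helicase domain fragment enzyme · Buffer or medium – MOPS pH 6.5, MgCl2, DTT, Tween20, BSA · Reagent – Cy5/quencher beacon DNA duplex and ATP to start · Compound – single 10.9 µM dose · Timing – 1 h at 25 °C · Technique – Cy5 beacon fluorescence read at start and 1 h · Measure – % inhibition of unwinding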
GalR3 antag = blocks the human galanin receptor 3; AID 651719; O60755; 360,000 compounds, 0.44% hits; inhibition, % at 3 µM; HEK293 GalR3-CNG cAMP membrane potential fluorescence; galR3 body fused to GalR1 C-terminus;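 active = inhibition above the screen-wide average plus 3 SD, cut at about 13% in these data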;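 also: forskolin and galanin both at EC90 stimulate the cells; cAMP rise reported by CNG channel membrane potential dye signal; 0% = forskolin plus galanin with DMSO and 100% = forskolin alone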
Target sequence (O60755 1-299 limits assumed): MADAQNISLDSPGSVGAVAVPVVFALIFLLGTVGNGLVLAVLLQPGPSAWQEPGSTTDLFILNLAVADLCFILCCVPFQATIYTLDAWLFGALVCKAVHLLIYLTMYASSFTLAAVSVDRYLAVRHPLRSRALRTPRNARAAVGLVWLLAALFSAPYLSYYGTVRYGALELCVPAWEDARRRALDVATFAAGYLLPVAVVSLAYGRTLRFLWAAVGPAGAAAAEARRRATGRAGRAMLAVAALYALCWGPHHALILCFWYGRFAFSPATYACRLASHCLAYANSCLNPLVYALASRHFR
VIM-2 inh = inhibitors of Pseudomonas aeruginosa VIM-2 metallo-beta-lactamase | 290,000 compounds, 0.89% hits | inhibition, % at 5.6 µM | purified VIM-2, nitrocefin hydrolysis, epi-absorbance fluorescence | AID 1527;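 active = inhibition above the mean of all tested compounds plus 3 SD, cutoff set per screening run, cut at about 7.5% in these data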;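 also: red hydrolysis product quenches plate fluorescence so inhibitors raise well fluorescence; 0% = enzyme with DMSO and 100% = DMSO without enzyme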
V1R ag counter = activates human V1a receptor in oxytocin agonist counter-screen | P37288 | CHO-V1R cells, Fluo-8 calcium fluorescence, agonist mode; 0% DMSO, 100% 3 nM vasopressin | activation, % at 3 µM | 320,000 compounds, 0.25% hits | AID 2797;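 active = activation above the mean activation of all tested compounds plus 3 SD, per screening run, cut at about 20% in these data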;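 also: signal is peak over basal fluorescence ratio across a 100 second FLIPR read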
IMP-1 inhibitor = blocks Pseudomonas aeruginosa IMP-1 metallo-beta-lactamase; AID 1556; inhibition, % at 5.6 µM; 290,000 compounds, 0.45% hits; purified IMP-1, nitrocefin hydrolysis, epi-absorbance fluorescence;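 active = inhibition above the mean plus 3 SD of all compounds in the same screening run, cut at about 4.5% in these data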;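 also: 0% = IMP-1 with DMSO and 100% = DMSO wells lacking enzyme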
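Test system: recombinant IMP-1 enzyme, purified / Medium: HEPES buffer pH 7.1 with ZnSO4 and Brij 35 / Doses: single dose, 5.6 µM / Times: 25 °C, 15 min preincubation, 25 min reaction / Detection: Epi-absorbance via hydrolysed-nitrocefin quenching of white-plate fluorescence, 480/530 nm, EDTA stop / Evaluation: percent inhibition from optical density relative to buffer-blank wells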
DNA FID counter = counter-screen for HCV NS3 helicase inhibitors: DNA intercalator displacement. DNA fluorescent intercalator displacement, fluorescence. inhibition, % at 7.9 µM. 290,000 compounds, 0.17% hits; in the data active = inhibition above about 37%;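 also: 0% = vehicle and 100% = reference compound; higher means more ethidium bromide displaced from hairpin DNA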
OXTR agonist = human OXTR agonism; 320,000 compounds, 0.32% hits; P30559; activation, % at 3 µM; CHO-OTR cells, Fluo-8 calcium fluorescence; normalized: DMSO 0%, oxytocin 100%;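 active = activation above the mean of all tested compounds plus 3 SD, cutoff set per screening run, cut at about 20% in these data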;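 also: peak over basal fluorescence ratio from a 100 s FLIPR kinetic read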
Target sequence (P30559 whole entry, looked up): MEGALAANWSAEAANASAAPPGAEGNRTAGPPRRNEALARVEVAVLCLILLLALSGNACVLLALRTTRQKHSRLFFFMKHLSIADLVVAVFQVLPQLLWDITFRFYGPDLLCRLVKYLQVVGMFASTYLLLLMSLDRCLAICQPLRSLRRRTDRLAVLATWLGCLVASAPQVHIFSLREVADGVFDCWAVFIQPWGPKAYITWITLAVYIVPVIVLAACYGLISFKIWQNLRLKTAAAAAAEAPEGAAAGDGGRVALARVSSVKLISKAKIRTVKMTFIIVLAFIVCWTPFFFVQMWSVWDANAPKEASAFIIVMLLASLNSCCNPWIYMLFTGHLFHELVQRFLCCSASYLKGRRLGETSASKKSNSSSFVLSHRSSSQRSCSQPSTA
Numbers without * were called inactive; x = not tested or not shown. No enrichment for hits (roughly 4.3% active in at least one column).

SMILES | PHOSPHO1 block | GPR7 antagonist | NS3 helicase inh | GalR3 antag | VIM-2 inh | V1R ag counter | IMP-1 inhibitor | DNA FID counter | OXTR agonist
Nc1nnnn1/N=C/C=C/c1ccccc1 | -33 | 5 | 27 | -5 | -2.1 | -1.3 | -2.8 | -1 | -1.8
COP(=O)(OC)C(NC(=O)Nc1ccccc1)c1ccccc1 (stereo unspecified) | 3 | -10 | -6 | 4 | -0.9 | -0.9 | -2.0 | -5 | -0.6
COc1ccc(S(=O)(=O)N2CCCCC2)cc1NC(=O)c1ccc(=O)[nH]c1 | 19 | -3 | 2 | 1 | -3.1 | 1.0 | -2.6 | -9 | 0.3
COc1ccccc1NC(=S)NC(NC(=O)CC(C)C)C(Cl)(Cl)Cl (stereo unspecified) | 33 | 5 | 11 | -10 | -4.8 | 0.8 | -3.6 | -4 | 2.2
CSCCC(NC(=O)c1ccco1)C(=O)OCC(=O)Nc1sccc1C#N (stereo unspecified) | 23 | 0 | 1 | x | -1.3 | -0.9 | -3.3 | -2 | 1.9
CC1(C)NC(=O)N(CC(O)COc2ccccc2[N+](=O)[O-])C1=O (stereo unspecified) | 21 | -13 | -3 | -7 | -0.7 | -0.1 | -1.4 | -1 | 0.4
CCCCC[C@H](O)/C=C/[C@@H]1[C@@H](C/C=C\CCCC(=O)O)[C@H]2CO[C@@H]1C2 | 8 | -1 | 13 | x | 1.2 | 1.5 | -4.7 | -47 | 0.7
Cc1cc(C)n2nc(C(=O)N3CCOCC3)nc2n1 | 6 | 0 | 4 | -1 | -2.1 | -0.4 | -4.1 | -5 | 0.4
Cc1nn(-c2ccccc2)c(C)c1/C=N/NC(=O)CSc1nnc(SCc2ccccc2Cl)s1 | -9 | 1 | 4 | -4 | -0.7 | 0.0 | -2.8 | -8 | -1.0
O=C1NCCCc2nonc21 | -12 | -15 | -1 | 0 | -2.5 | -0.1 | -0.6 | 0 | 2.0
COc1ccc(C2(C(=O)NCc3ccco3)CCCC2)cc1OC | -21 | -8 | -4 | 0 | 0.1 | -0.4 | -2.2 | -14 | -0.6
CCCCC(O)CN1CCC(c2ccccc2)CC1 (stereo unspecified) | 13 | 0 | 2 | -7 | -3.8 | 0.4 | -1.1 | 4 | 0.4
COc1cccc(CNC(=O)C2CCCN(c3nc4ccccc4o3)C2)c1 (stereo unspecified) | 14 | -6 | 3 | -7 | -4.9 | -0.7 | -4.2 | -12 | -1.1
CSc1nn(-c2ccc(C(=O)OCC(=O)NC(=O)NC(C)C)cc2)c(=S)s1 | -3 | 10 | -3 | 2 | -0.6 | 0.5 | -0.5 | -16 | -2.7
CCOC(=O)c1sc(=S)n(-c2ccccc2)c1N | -42 | -5 | -3 | -4 | -0.8 | -1.4 | 2.2 | 0 | -1.7
CCc1nnc(SCC(=O)Nc2nc(C)c(C(=O)N(C)C)s2)n1CC | 4 | 0 | 9 | -4 | -0.6 | 1.4 | 0.4 | -4 | 0.5
CCO/C=C1/C(=O)N(C(C)=O)c2ccccc21 | -26 | -7 | -1 | -5 | -2.4 | 0.3 | -2.5 | 1 | -0.4
Cc1nnc(Sc2nc3c(c(=O)[nH]c(=O)n3C)n2CCCc2ccccc2)s1 | -3 | -7 | 3 | x | -2.8 | x | -2.9 | 0 | x
COCCSc1ccccc1C(=O)N1CCOCC1 | -9 | -4 | -1 | -4 | -1.9 | 0.8 | -2.4 | -3 | 1.3
Cc1nc2sc(C(N)=O)c(N)c2c2c1CCCC2 | -122 | -6 | 7 | -6 | -0.5 | -1.7 | -4.0 | -10 | -3.2
CC1CCC/C(=C\Nc2ccc(C(=O)O)c(O)c2)C1=O (stereo unspecified) | 0 | 4 | 13 | -5 | -1.9 | -1.1 | -1.5 | -13 | 0.3
Cc1ccc(/C=N/NC(=O)CSc2nc3ccccc3[nH]2)o1 | 28 | -5 | 8 | -5 | -1.8 | 0.8 | -1.2 | -3 | 0.7
O=C(CNS(=O)(=O)c1ccc2ccccc2c1)OCc1nnc(-c2ccccc2)o1 | 7 | 9 | -1 | -4 | 2.2 | 2.9 | -2.9 | -18 | 6.0
Cc1nc2cc(NS(=O)(=O)c3cccc4cccnc34)ccc2s1 | 19 | -9 | -22 | -6 | -0.2 | 13 | -2.1 | -24 | 15
CCNC(=S)N(Cc1cc2c(C)ccc(C)c2[nH]c1=O)C1CCCC1 | 23 | -13 | -23 | -4 | 2.9 | -0.5 | -0.9 | -4 | -1.4
CN(C)/C=C/C(=O)c1ccncc1 | 8 | -5 | 19 | -2 | -1.4 | -0.2 | -2.9 | 1 | -0.8
CC(C)Cc1nnc(NC(=O)CCC(=O)N2CCN(c3ccccc3)CC2)s1 | 36 | -2 | -5 | 1 | -3.0 | 1.8 | -2.8 | -63 | 2.0
Cc1ccc(S(=O)(=O)N2CCC(=O)N(C(COCc3ccc(Cl)c(Cl)c3)Cc3ccccc3)CC2)cc1 (stereo unspecified) | 4 | -11 | -8 | x | -1.6 | -0.5 | -2.2 | -5 | 0.3
O=C(Nc1ccccc1[N+](=O)[O-])c1cccnc1Cl | 24 | -12 | 4 | -1 | -0.9 | 1.5 | -2.9 | 1 | 1.0
Cc1[nH]c2c(Cl)cccc2c1CCNC(=O)C1CCCCC1C(=O)OCC(F)(F)F (stereo unspecified) | -5 | 7 | -13 | -1 | 1.3 | 0.2 | -0.4 | -16 | -3.0
Cc1cccc(NC(=O)CCC(=O)N/N=C/c2cccnc2)c1 | 25 | -10 | -4 | -3 | -1.4 | -0.1 | -3.4 | -4 | -0.3
O=C(CCCN1C(=O)c2ccccc2C1=O)NCCC1=CCCCC1 | -17 | -3 | 4 | -2 | -2.6 | 0.3 | -2.0 | -11 | -1.4
CN1CCN(CC#CC(C)(O)C2CC3C=CC2C3)CC1 (stereo unspecified) | -30 | 10 | -14 | -3 | -2.4 | 0.6 | 0.8 | 7 | 0.4
CCOC(=O)c1nn(-c2ccccc2C)c2nc(Nc3ccccc3)cc(=O)n12 | 2 | -1 | 7 | 3 | -1.9 | 8.2 | -1.2 | -28 | 19
CCOC(=O)c1cccc(NC(=O)CSc2nnc(CNc3ccc(C)cc3)n2CC)c1 | 35 | -4 | -13 | -7 | -1.3 | -0.6 | 0.7 | -31 | -1.4
CCc1nc(C#N)c(N2CCOCC2)o1 | 21 | -9 | -4 | 2 | -0.2 | 0.0 | -2.7 | 1 | -0.8
NC(=O)CSc1oc(-c2ccco2)nc1S(=O)(=O)c1ccc(Br)cc1 | 15 | -3 | 5 | x | -2.0 | 0.6 | -3.2 | -12 | 1.0
CCOC(=O)Cc1nnc(-c2ccccc2)o1 | 12 | -13 | -23 | -1 | -0.6 | 0.2 | -1.7 | -4 | -1.3
CCOC(=O)c1c(C)[nH]c(C2=NNC(=NC3CC3)SC2)c1C | 53 | -18 | -8 | x | -7.2 | -0.7 | -4.7 | -19 | -0.3
CCOc1ccccc1NC1=CC(=O)CC(c2ccccc2)C1 (stereo unspecified) | 6 | 10 | -3 | 1 | -4.6 | -1.3 | -1.7 | -18 | -1.0
O=C(NCCCN1CCC(Cc2ccccc2)CC1)C1CCN(S(=O)(=O)N2CCOCC2)CC1 | 36 | -7 | -3 | -6 | -1.1 | x | -2.9 | 9 | x
Cc1ccc(N(CC(=O)NC2CCCC2)C(=O)CCC(=O)Nc2nccs2)c(C)c1 | 40 | -5 | -1 | 3 | -2.8 | -0.5 | -4.7 | -44 | 1.2
CCCc1nn(C(=O)c2ccccc2)c2c1C(=O)CC(C)(C)C2 | -7 | 2 | 2 | -2 | -5.5 | 0.4 | 1.9 | 5 | 0.2
CN(c1ccccc1C(=O)O)S(=O)(=O)c1ccc2c3c(cccc13)C(=O)N2 | -13 | 6 | 12 | -1 | 2.4 | 1.3 | -1.7 | -9 | -0.2
COc1cc(C(=O)NCCC(=O)NCCCN2CCCCC2)cc(OC)c1OC | 16 | -4 | 2 | -5 | 0.1 | 0.8 | -1.9 | -1 | 0.6
COCc1nc2ccccc2n1CCOc1ccccc1OC | 9 | -9 | -27 | -4 | -4.8 | 0.7 | -1.9 | -16 | 2.1
COc1ccc(NC(=O)N2CCc3ccccc32)cc1 | 20 | 1 | 0 | -3 | 0.0 | -0.8 | -3.4 | -2 | 0.3
COC(=O)c1nn(-c2ccc(OC)cc2)ccc1=O | 23 | -10 | -17 | -8 | -0.7 | -0.3 | -3.1 | -7 | -0.8
CN(C(=O)CSc1nnc(-c2n[nH]c3ccccc23)o1)c1ccccc1 | -7 | -2 | 6 | 0 | -2.1 | 5.0 | -3.8 | -11 | 3.5
CC(C)NS(=O)(=O)c1ccc(NC(=S)NC(=O)c2cccc([N+](=O)[O-])c2)cc1 | -2 | -12 | -4 | -1 | -2.0 | 4.4 | -3.2 | -6 | 6.0
CCCCc1ncc(CN2CCN(Cc3ccc(C)cc3)C(CCO)C2)[nH]1 (stereo unspecified) | 44 | -3 | -6 | 5 | -1.6 | -0.9 | -1.7 | 13 | 0.5
CCCn1cccc(C(=O)Nc2ccc(OC)cc2)c1=O | 46 | 7 | 7 | -9 | 0.2 | 2.7 | 0.5 | -14 | 0.6
O=C(Cc1ccc([N+](=O)[O-])cc1)Nc1ccc(Cl)cc1 | 40 | 3 | 8 | 1 | -0.6 | 2.7 | -2.1 | 9 | -0.4
O=S(=O)(c1cccc(Cl)c1Cl)N1CCN(C(=S)NCCCN2CCOCC2)CC1 | 24 | 5 | -37 | -4 | -0.5 | 3.2 | 1.1 | 21 | 7.3
O=C1c2ccncc2C(=O)N1CNc1ccc(Cl)cc1 | -1 | -14 | 1 | -7 | -4.2 | -0.4 | -3.2 | 4 | 0.7
CCC(=O)N1CCN(c2ccc(NC(=S)NC(=O)C(C)C)cc2)CC1 | 7 | -8 | -15 | 1 | -0.8 | 1.0 | -0.8 | -25 | 1.1
O=C(c1ccc(F)cc1)N1CCC(N2CCOCC2)CC1 | 4 | 4 | 1 | -2 | -1.6 | 0.2 | -1.5 | 8 | 0.2
NS(=O)(=O)c1ccc(CNC(=O)CNC(=O)c2ccc(Br)o2)cc1 | 43 | -5 | -4 | -3 | -1.7 | 0.5 | -1.9 | -3 | 0.0
CCCNC(=O)c1cc2ccccc2c(=O)o1 | -10 | -6 | 2 | 1 | -1.0 | 0.2 | -0.9 | 1 | -1.4
CC1Cc2ccccc2N1CC(=O)NC(=O)NC(C)(C)C (stereo unspecified) | -16 | -5 | 19 | 3 | -1.2 | 1.3 | -1.6 | -10 | -1.6

Single entries from the entries so far:
Value of CCCn1cccc(C(=O)Nc2ccc(OC)cc2)c1=O in GalR3 antag: -9
Value of O=C1c2ccncc2C(=O)N1CNc1ccc(Cl)cc1 in DNA FID counter: 4
